High-throughput results (PubChem BioAssay)
RXFP1 ag: agonists of human relaxin receptor RXFP1; Q9HBX9; hit rate 0.3% among 370,000; AID 2676; HEK293T-RXFP1 cAMP TR-FRET, 30 min; response scale: percent of porcine relaxin response, buffer zero; Potency, µM (top dose mostly 57.5 µM), without a hit: at the top dose activation, usual class: activators; active means well fitted activation curve with a large enough effect; inconclusive means small, poorly fitted or top-dose-only effect; further: potency means the concentration at half of the fitted maximal effect; on the % scale 0 is the no-effect control and ±100 the full control effect; nearly all actives have a fitted effect of over 60% in size; many of its hits are not listed in these tables
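HEK293T cells stably expressing RXFP1 were pretreated with the PDE4 inhibitor Ro 20174, exposed to compounds for 30 min at 37C, lysed, and cAMP was read by TR-FRET. Data normalized to buffer (basal) and 29 nM porcine relaxin (100%).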
D1 agonist: activates the human D1 dopamine receptor. HEK293 T-REx D1 cells, calcium flux, agonist mode. activation, % at 2 µM. hit rate 1% among 360,000. AID 504660. P21728; in the data active means activation above about 30%; further: 0% is about no effect
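Inducible HEK293 T-REx D1 cells, force-coupled to calcium signalling, were plated at 4000 cells/well with tetracycline and held overnight at 30 C. After no-wash calcium dye loading, compound-evoked calcium rise over 180 s flagged agonists.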
D2 antagonist: D2 dopamine receptor (human) antagonism; P14416; HEK293 TREx D2 cells, calcium flux, dopamine EC80; AID 485344; hit rate 2% among 340,000; inhibition, % at 10 µM; in the data active means inhibition above about 30%; further: 0% is about no effect
Target sequence (P14416 whole entry, looked up): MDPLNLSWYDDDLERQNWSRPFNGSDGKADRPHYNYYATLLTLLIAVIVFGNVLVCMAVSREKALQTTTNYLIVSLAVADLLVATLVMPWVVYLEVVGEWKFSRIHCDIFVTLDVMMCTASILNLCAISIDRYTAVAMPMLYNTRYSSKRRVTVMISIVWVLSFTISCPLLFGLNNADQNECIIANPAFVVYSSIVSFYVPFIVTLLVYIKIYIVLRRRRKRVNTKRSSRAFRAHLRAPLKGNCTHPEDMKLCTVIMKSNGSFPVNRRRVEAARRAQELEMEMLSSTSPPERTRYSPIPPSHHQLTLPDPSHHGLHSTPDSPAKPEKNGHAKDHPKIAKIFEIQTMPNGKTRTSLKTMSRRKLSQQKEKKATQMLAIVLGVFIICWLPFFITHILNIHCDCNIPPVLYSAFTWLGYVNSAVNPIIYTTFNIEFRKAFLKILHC
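Read-out: kinetic calcium fluorescence (1 cycle/s) in inducible HEK293 T-REx D2 cells after an EC80 dopamine addition that followed 180 s compound preincubation. Loss of the dopamine response indicates antagonism.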
RXFP1 antagonist: blocks the human relaxin receptor RXFP1; HEK293-RXFP1, relaxin-stimulated cAMP HTRF, 30 min; active compounds read low; Q9HBX9; hit rate 0.59% among 350,000; activity change, negative = inhibition, % at 57.5 µM;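 active means activity change of -60% or lower, but not beyond a set lower limit; inconclusive means change between -60% and -40%, or beyond the set limit; inactive means change above -40%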; further: on the % scale 0 is the no-effect control and ±100 the full control effect
D2 potentiator: positive allosteric modulators of human D2 dopamine receptor. P14416. HEK293 T-REx D2, calcium flux, EC20 dopamine potentiation. potentiation, % at 10 µM. hit rate 0.34% among 340,000. AID 485347;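 active means potentiation over 3 SD above the plate norm, cut at about 30% in these data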; further: 0% is about no effect
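Primary screen. Calcium kinetics in induced HEK293 T-REx D2 cells: compound pre-addition 180 s, EC20 dopamine, 180 s more.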
TRHR enhancer: TRH receptor (human) allosteric enhancement. P34981. TRHR cells, fluo-8 calcium fluorescence, EC20 TRH enhancement. enhancement, % at 2 µM. hit rate 0.66% among 360,000. AID 493056; in the data active means enhancement above about 30%; further: 0% is about no effect
Target sequence (P34981 whole entry, looked up): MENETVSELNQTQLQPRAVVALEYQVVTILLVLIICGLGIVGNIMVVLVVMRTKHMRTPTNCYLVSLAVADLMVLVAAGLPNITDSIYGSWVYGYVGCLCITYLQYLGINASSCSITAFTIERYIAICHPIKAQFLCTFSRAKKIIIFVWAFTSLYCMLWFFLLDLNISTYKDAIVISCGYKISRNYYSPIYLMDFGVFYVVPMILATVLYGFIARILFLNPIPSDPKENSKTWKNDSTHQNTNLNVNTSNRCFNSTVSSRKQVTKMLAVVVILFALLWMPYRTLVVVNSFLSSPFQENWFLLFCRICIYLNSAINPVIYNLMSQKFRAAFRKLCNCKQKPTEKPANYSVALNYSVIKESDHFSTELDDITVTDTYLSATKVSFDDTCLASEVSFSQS
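TRHR-expressing cells loaded with fluo-8 calcium dye were read kinetically (ex 480/em 530) during compound addition, then stimulated with an EC20 of TRH (10 nM final). Enhancement of the Gq-mediated intracellular calcium response was scored.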
D1 PAM: enhances dopamine response at the human D1 receptor; P21728; hit rate 0.036% among 360,000; HEK293 TREx D1 cells, calcium flux, dopamine EC20 potentiation; potentiation, % at 10 µM; in the data active means potentiation above about 30%; further: 0% is about no effect
D2 agonist: agonists of human D2 dopamine receptor | HEK293 T-REx D2 cells, calcium flux agonist mode | hit rate 0.53% among 340,000 | P14416 | activation, % at 2 µM;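 active means activation over 3 SD above normal in the single-dose calcium agonist read, cut at about 30% in these data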; further: 0% is about no effect
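Agonism is scored from calcium flux in a force-coupled, inducible HEK293 cell line expressing D2, read kinetically for 180 s after compound addition against dopamine controls.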
D1 antagonist: antagonists of human D1 dopamine receptor. AID 504652. activity change, negative = inhibition, % at 10 µM. P21728. hit rate 3.2% among 360,000. HEK293 TREx D1 cells, calcium flux, dopamine EC80; active compounds read low; in the data active means activity change below about -30%; further: on the % scale 0 is the no-effect control and ±100 the full control effect
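Using tetracycline-induced force-coupled D1 Hek293 cells and a calcium dye, signals were followed for 180 s after compound, then for 180 s after EC80 dopamine, to detect inhibitors.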
The depositor's hits bear a star; ? = inconclusive; . = not tested or not shown. Not all compounds are listed, so the mix of outcomes need not match the whole.

structure | RXFP1 ag | D1 agonist | D2 antagonist | RXFP1 antagonist | D2 potentiator | TRHR enhancer | D1 PAM | D2 agonist | D1 antagonist
COc1cc(NC(=O)C2CCN(S(=O)(=O)c3c(C)noc3/C=C/c3ccccc3F)CC2)cc(OC)c1OC | 0.7% | 8 | . | -10 | 1 | -5 | 1 | -0.2 | -6
CCOc1ccc(NC(C)=O)cc1[N+](=O)[O-] | 1.5% | 2 | 6 | 2 | -7 | -2 | -3 | 0.2 | 5
CC1CCN(S(=O)(=O)c2cc(C(=O)NC3(C)CCS(=O)(=O)C3)ccc2Br)CC1 (stereo not drawn) | 0.3% | 1 | 31* | 8 | -3 | -1 | . | 0.1 | 1
O=C(Nc1ncc2c(n1)-c1ccccc1OC2)c1cccc([N+](=O)[O-])c1 | 28% | 3 | 9 | 0 | -15 | 0 | 0 | -1.3 | 6
Cc1cccc(N(C)c2nc3ccc(C(=O)c4ccccc4)cc3n3c(C)nnc23)c1 | 1.1% | 3 | . | ? | -4 | -10 | 0 | 0.2 | 5
O=C1NN(c2ccccc2)C(=O)/C1=C/c1ccc(-c2cccc(C(=O)O)c2)o1 | -3.4% | 2 | -18 | -12 | 10 | 7 | 2 | -0.7 | 6
CCn1c(=O)n(-c2ccc(F)c(Cl)c2)c(=O)c2c3c(sc21)CN(C(C)=O)CC3 | 1.7% | -1 | . | . | 5 | 1 | -5 | -0.4 | 7
COc1cc2c(cc1OC)C(c1cc([N+](=O)[O-])ccc1O)NCC2 (stereo not drawn) | 2.1% | 19 | 7 | 8 | 2 | 26 | -2 | 0.1 | -4
CC(=O)Nc1ccc(NC(=O)C(C)OC(=O)/C=C/c2cn(-c3ccccc3)nc2-c2cccnc2)cc1 (stereo not drawn) | 2.9% | -1 | -1 | -5 | -2 | -5 | -11 | 0.7 | -12
COCCOC(=O)C1=C(C)NC(=O)NC1c1ccco1 (stereo not drawn) | -2.3% | 4 | -1 | -7 | 8 | -7 | 1 | 0.1 | -3
Cc1ccc(C)c(-n2c(-c3ccc(Br)cc3)csc2=NC(=O)c2ccccc2F)c1 | 13% | 8 | 6 | -18 | 3 | 5 | 12 | 1.5 | -42*
CCOC(=O)CN/C=C(\C#N)c1ccc(F)cc1 | 2.0% | 1 | -4 | -2 | -2 | -9 | 3 | 0.5 | 2
COc1ccc2cc(C(=O)c3ccccc3)c(=O)oc2c1 | 4.9% | 0 | -6 | 7 | -6 | -1 | -3 | -1.6 | 4
CCOc1ccc(NS(=O)(=O)c2cc(C)c(C)cc2C)cc1 | 0.1% | 0 | 5 | -15 | -5 | 2 | 2 | 1.0 | 6
CCOC(=O)Cn1c(=O)oc2cc(S(=O)(=O)N3CCN(c4ccc(Cl)cc4)CC3)ccc21 | 0.4% | 0 | . | -11 | 4 | -1 | 0 | -0.6 | -12

Compounds from the list above that contain an aryl methoxy group (three):
structure | RXFP1 ag | D1 agonist | D2 antagonist | RXFP1 antagonist | D2 potentiator | TRHR enhancer | D1 PAM | D2 agonist | D1 antagonist
COc1cc(NC(=O)C2CCN(S(=O)(=O)c3c(C)noc3/C=C/c3ccccc3F)CC2)cc(OC)c1OC | 0.7% | 8 | . | -10 | 1 | -5 | 1 | -0.2 | -6
COc1cc2c(cc1OC)C(c1cc([N+](=O)[O-])ccc1O)NCC2 (stereo not drawn) | 2.1% | 19 | 7 | 8 | 2 | 26 | -2 | 0.1 | -4
COc1ccc2cc(C(=O)c3ccccc3)c(=O)oc2c1 | 4.9% | 0 | -6 | 7 | -6 | -1 | -3 | -1.6 | 4

(cont.)
structure | RXFP1 ag | D1 agonist | D2 antagonist | RXFP1 antagonist | D2 potentiator | TRHR enhancer | D1 PAM | D2 agonist | D1 antagonist
Cc1ccc(CSCCNC(=O)CSc2ccccc2)cc1 | 2.9% | 0 | -6 | -5 | 5 | -2 | -3 | -2.4 | -7
O=C(c1ccc2c(c1)OCO2)C1CCCN(Cc2c(F)ccc(F)c2F)C1 (stereo not drawn) | 0.3% | 0 | -3 | -13 | -1 | -3 | -2 | -0.8 | -29
NC(=O)CSc1nc2ccccc2nc1SCC(N)=O | 4.4% | 3 | -3 | -22 | 0 | 2 | 0 | 0.4 | 23
CCOC(=O)c1c(/N=C/N(C)C)sc(/C=N/Nc2ccccc2)c1-c1ccccc1Cl | -2.3% | 5 | 1 | 1 | 1 | -3 | 5 | -0.3 | 9
O=C(O)c1ccc(Nc2nc(-c3ccccc3)cs2)cc1 | 0.9% | 6 | -7 | -22 | 20 | 16 | -2 | 0.0 | -4
CN1C2CCC1CC(OC(c1ccccc1)c1ccccc1)C2 (stereo not drawn) | 1.5% | 10 | 36* | -11 | -24 | 5 | -11 | -0.3 | 20
COc1ccc(OCC(=O)Nc2ccc3c(c2)nc(CCNC(C)=O)n3C)cc1 | 3.2% | 3 | -18 | -5 | 0 | 0 | -3 | -1.2 | 16
COc1cccc(NC2CC(=O)N(CCc3ccccc3)C2=O)c1 (stereo not drawn) | 1.2% | 8 | -15 | -10 | -4 | -4 | -4 | -0.1 | 3
CS(=O)(=O)N(CC(=O)O)c1ccc2c(c1)OCO2 | -0.4% | 1 | -4 | -3 | 0 | -2 | -1 | 1.4 | -3
CC(=O)Nc1ccc(S(=O)(=O)Nc2ccc(N3CCOCC3)c(F)c2)cc1 | -1.6% | 2 | . | -5 | . | -4 | -4 | . | 4
CC(=O)n1cc(C2C(=O)CCCC2=O)c2ccccc21 | 0.3% | 2 | -12 | -5 | -6 | 20 | -2 | 0.9 | 2
Cc1cccc(NC(=O)C2CCCN2S(=O)(=O)c2cccc3nsnc23)c1C (stereo not drawn) | 0.1% | 1 | . | 0 | -7 | 1 | -3 | -0.4 | -11
O=C(O)Cc1ccc(C(=O)c2cccs2)s1 | 1.0% | 10 | 10 | 7 | -9 | 13 | -5 | -0.3 | -1
CS(=O)(=O)N1CCC(C(=O)NCc2ccc3c(c2)OCO3)CC1 | -2.6% | 1 | -10 | 3 | -1 | -1 | 1 | -0.2 | -35*
CC(=O)Nc1ccc(S(=O)(=O)Nc2nc3ccccc3nc2-n2ccc(=NC(=O)c3ccc(F)cc3)cc2)cc1 | ? | 1 | 0 | 2 | 0 | 0 | 5 | 0.6 | 27
Cc1ccccc1N/N=C/c1ccc(N2CCOCC2)cc1 | -2.2% | 2 | 1 | -22 | 8 | 1 | -8 | 0.5 | -22
CN(C)c1ccc(-c2nc3cnccn3c2Nc2cccc(C(F)(F)F)c2)cc1 | 23% | 2 | . | . | 9 | 6 | 0 | -1.7 | 5
Cc1cc(NN)nc(Cc2ccccc2)n1 | -0.5% | 0 | . | -4 | . | 0 | -1 | . | 7
O=C(CSCc1ccc(F)cc1)Nc1ccc(N2CCOCC2)cc1N1CCOCC1 | 2.1% | 2 | . | -3 | . | 0 | -4 | . | -10
Cc1oc(-c2ccccc2Cl)nc1CS(=O)(=O)CC(=O)NC(C)CCc1ccccc1 (stereo not drawn) | 5.4% | 22 | . | . | -3 | -11 | 1 | 0.6 | -4
CCOC(=O)c1nn(-c2ccc(C)cc2)c(C)c1C(C)=O | 1.2% | 4 | 5 | 13 | -13 | -1 | -6 | -0.2 | -1
Cc1cc(Cl)c2oc(C(=O)NC(C)c3ccncn3)c(C)c2c1 (stereo not drawn) | -0.6% | 2 | 5 | 11 | -5 | 0 | -3 | -1.6 | -2
Cc1ccc2cccc(Oc3ncnc4scc(-c5ccccc5)c34)c2n1 | 1.2% | 2 | -1 | -10 | 0 | 2 | 0 | -0.2 | 11
Cc1ccc(C(=O)N/C(=C/c2ccc(-c3cccc([N+](=O)[O-])c3)o2)C(=O)NC(C)C)cc1 | -2.1% | 0 | 13 | . | -1 | -3 | -2 | 0.5 | -1
Cc1cc(-c2nnc3n2N=C(c2ccc(-c4ccccc4)cc2)CS3)n[nH]1 | 1.6% | 63* | -35 | ? | 4 | -6 | -4 | -0.4 | 1
CSC1=NC(NCCCO)c2c(sc3c2CC(C)(C)OC3)N1 (stereo not drawn) | 2.9% | 2 | 5 | -12 | 11 | -3 | -8 | -2.3 | 15
O=C(NCC1(c2ccccc2)CCCC1)C1(c2ccccc2)CCCC1 | 0.0% | 3 | -6 | -17 | 0 | -6 | 3 | -0.2 | 1
O=C(CC(NC(=O)c1ccccc1Cl)c1ccccc1)Nc1ccc2c(c1)OCO2 (stereo not drawn) | 1.0% | 2 | . | -23 | . | -1 | 2 | . | -8
O=C1CCCN1c1ccc(Br)cc1 | 0.3% | 1 | -1 | 0 | 14 | 0 | 2 | -0.4 | -4
CCOc1ccc(C(=O)N(CN2CCCC2=O)c2ccccc2)cc1 | 0.1% | 3 | -18 | 5 | -4 | -4 | -5 | 0.2 | 7

Compound profiles (already shown). Order of values: RXFP1 ag, D1 agonist, D2 antagonist, RXFP1 antagonist, D2 potentiator, TRHR enhancer, D1 PAM, D2 agonist, D1 antagonist
Listed for O=C(CC(NC(=O)c1ccccc1Cl)c1ccccc1)Nc1ccc2c(c1)OCO2 (stereo not drawn) = 1.0%, 2, ., -23, ., -1, 2, ., -8
Listed for Cc1cc(-c2nnc3n2N=C(c2ccc(-c4ccccc4)cc2)CS3)n[nH]1 = 1.6%, 63*, -35, ?, 4, -6, -4, -0.4, 1
Listed for O=C1CCCN1c1ccc(Br)cc1 = 0.3%, 1, -1, 0, 14, 0, 2, -0.4, -4
Listed for Cc1cc(NN)nc(Cc2ccccc2)n1 = -0.5%, 0, ., -4, ., 0, -1, ., 7
Listed for O=C(CSCc1ccc(F)cc1)Nc1ccc(N2CCOCC2)cc1N1CCOCC1 = 2.1%, 2, ., -3, ., 0, -4, ., -10

Later entries:
structure | RXFP1 ag | D1 agonist | D2 antagonist | RXFP1 antagonist | D2 potentiator | TRHR enhancer | D1 PAM | D2 agonist | D1 antagonist
COc1ccccc1CCNC(=O)CCc1c(C)c2cc3c(C)coc3cc2oc1=O | 1.1% | 9 | . | -10 | -3 | -1 | -2 | -0.8 | -21
COc1ccc(CNC(=O)c2ccc(N3CCOCC3)c([N+](=O)[O-])c2)cc1 | 1.0% | 4 | 3 | -5 | 8 | -6 | -2 | -0.7 | -1
CC1(C)OC(=O)N(CC(=O)Nc2cccc(C(F)(F)F)c2)C1(C)O (stereo not drawn) | 0.6% | 4 | 13 | -6 | -10 | 2 | -3 | 0.1 | -9
Cc1ccccc1CSc1nnc(-c2ccncc2)o1 | 2.3% | 1 | -1 | -10 | -5 | -1 | -6 | -2.5 | .
CNC(=O)c1ccc2nc(Cc3ccccc3)oc2c1 | -3.2% | 2 | . | -8 | 0 | 2 | -2 | -1.3 | -25
